Source: PubChem
PhoP inhibition: inhibitors of PhoP regulon expression, primary screen, Salmonella Typhimurium, GFP reporter (AID 1863); S. Typhimurium PhoP-regulated promoter GFP reporter, 4 h; higher % means a stronger effect; inhibition, % at 50 µM, or IC50 in µM where a hit was titrated; 300,000 compounds, 0.16% hits;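 active = inhibition over 29.93%, a cutoff 3 SD above the screen mean, later confirmed by dose response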;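 note: 0% = low Mg2+ inducing control and 100% = high Mg2+ repressing control; strong numbers were not always called active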
T cell HTS: modulates CD8 T cell binding to vesicles. AID 2052. calls only at 7 µM. 330,000 compounds, 0.068% hits. 2C CD8+ T cell-vesicle binding, flow cytometry; active compounds read low;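 active = response, share of CD8 T cells binding vesicles, and their 90th percentile fluorescence all below set limits, cut at about 80% in these data, passing the limit was not always enough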
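Benchmarks: naked versus QL9-loaded vesicles / Assay system: purified 2C TCR transgenic mouse naive CD8+ T cells / Technique: high-throughput flow cytometry with anti-B7-1 and anti-CD8 staining / Timing: Cell–vesicle co-incubation 1.5 h at 37 °C, staining 20 min on ice / Read-out: percent CD8+ FL2 mean versus row control / Probe or stimulus: QL9-loaded Drosophila micro-vesicles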
T cell HTS vesicle-bound %: recorded beside T cell HTS, whose call it bears; double positive events, %; measured here: CD8+ vesicle-bound cell fraction;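 binding gate set so that unloaded-vesicle control wells show 10% double positive cells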
An asterisk follows results filed as active; i = inactive.

PhoP inhibition	T cell HTS	T cell HTS vesicle-bound %	structure
-1.6%	i	25.3	CCCCOc1ccc(C(=O)NCC(=O)N(C)CC(=O)Nc2ccc(N3CCOCC3)cc2)cc1
6.8%	i	26.2	O=C(Nc1ccc(Cl)cc1)Nc1ccc(Br)cn1
3.0%	i	10.0	COc1ccccc1C1CCN(Cc2ccccc2Cl)CC1
-3.7%	i	60.1	COC(=O)c1c(-c2ccc(OC)cc2)oc2ccc(-c3cc(OC)c(OC)c(OC)c3)cc12
6.1%	i	37.7	O=C(O)c1ccc(N=N/C(=N\Nc2ccc(C(=O)O)cc2)c2ccccc2)cc1
-5.7%	i	60.9	Cc1cc(C)c(S(=O)(=O)N2CCCC2=O)c(C)c1N(C)S(C)(=O)=O
-2.5%	i	32.9	O=C(NCC(=O)N1CCN(S(=O)(=O)c2ccccc2)CC1)c1ccc2ccccc2c1
17.4%	i	40.4	CCN1C(=O)N[C@@H](c2ccc(Br)cc2)C(C(C)=O)=C1C
-1.2%	i	54.0	COc1ccc(S(=O)(=O)N2CCOCC2)cc1NC(=O)c1cccc(-n2cccc2)c1
-0.9%	i	41.4	Cc1ccc(NC(=O)CSCC(=O)Nc2ccccc2C(=O)N2CCCCC2)cc1
0.7%	i	42.5	CCOc1ccc(NC(=O)CN(C)C(=O)CCCn2c(=O)oc3ccccc32)cc1OCC
-0.1%	i	38.2	CCN(CC(=O)Nc1c(F)cccc1F)C(=O)c1ccc(S(=O)(=O)N2CCCCC2)cc1
0.6%	i	48.3	O=C(COC(=O)c1cc[n+]([O-])cc1)Nc1c(Cl)cccc1C(F)(F)F
-5.3%	i	30.9	CC(C)(C)OC(=O)NC(CNCc1ccccc1)Cc1ccccc1 (stereo not drawn)
-10.6%	i	37.6	Cc1ccc(C)c(NC(=O)CCOc2ccccc2)c1
6.8%	i	47.7	CC(=O)NCCc1nc(-c2ccc(Cl)cc2)no1
-1.1%	i	43.1	Cc1ccc(C(=O)Nc2cccc(-c3ccc(N4CCOCC4)nn3)c2)cc1
8.1%	i	50.8	CCC1(c2ccc(F)cc2)NC(=O)N(CC(=O)Nc2ccc(N3CCCCC3)cc2)C1=O (stereo not drawn)
4.9%	i	42.3	CC(=O)Nc1cccc(Oc2nc(C(F)(F)F)nc3ccccc23)c1
-4.9%	i	59.4	CC(OC(=O)CCN1C(=O)C2CC=CCC2C1=O)C(=O)Nc1cccc(C#N)c1 (stereo not drawn)
11.4%	i	43.1	COc1ccccc1C(CNC(=O)c1ccc(NS(=O)(=O)c2ccc3c(c2)OCCO3)cc1)N(C)C (stereo not drawn)
-1.9%	i	41.4	CCOc1ccc(S(=O)(=O)N2CCC(C(=O)OC(C)C(=O)N3CCOCC3)CC2)cc1 (stereo not drawn)
0.8%	i	50.1	CC(C)[C@H](NC(=O)c1ccco1)C(=O)NCc1ccccc1
-5.0%	i	62.7	CCS(=O)(=O)N1Cc2ccccc2CC1C(=O)N(C)CC(=O)Nc1ccc(F)c(F)c1F (stereo not drawn)
11.9%	i	20.0	Cc1ccccc1OCC(=O)OCC(=O)N1CCCc2ccccc21
-0.5%	i	9.1	Cc1cc(C)cc(NS(=O)(=O)c2csc(C(N)=O)c2)c1
0.5%	i	38.9	COc1ccc(S(=O)(=O)N2CCCCC2)cc1NC(=O)CCNC(=O)c1ccc(Br)cc1
1.8%	i	39.2	CCN(CC(=O)Nc1ccc(S(=O)(=O)N2CCOCC2)cc1)Cc1ccccc1
0.6%	i	59.3	CNS(=O)(=O)c1ccc(CCC(=O)N2CCOCC2)cc1
-1.6%	i	61.6	CCC(C)N(C(=O)CSc1nnc(C)n1C)C1CCS(=O)(=O)C1 (stereo not drawn)
0.2%	i	12.7	CC(C)N(Cc1nccn1C)C(=O)CC1C(=O)NCCN1Cc1ccc(F)c(F)c1 (stereo not drawn)
3.9%	i	42.7	COc1cc(OC)cc(OC(=O)c2ccc3c(=O)n4c(nc3c2)CCC4)c1
3.6%	i	44.1	COc1ccc(Cl)cc1C(=O)NNC(=O)COC(=O)CCN=C1NS(=O)(=O)c2ccccc21
4.7%	i	19.4	COc1ccc(CC(=O)NC2CCS(=O)(=O)C2)cc1 (stereo not drawn)
1.2%	i	36.0	C#CCOCCOCCOCCNc1nc(N2CCN(C(=O)[C@H]([C@@H](C)CC)n3cc([C@@H](N)Cc4ccc(O)cc4)nn3)CC2)nc(N2CCN(C(=O)[C@H](Cc3cc4ccccc4[nH]3)n3cc([C@@H](N)CC(C)C)nn3)CC2)n1
-7.7%	i	53.6	CCC(=O)c1ccc2c(c1)N(CCCN(C)C)c1ccccc1S2
-1.1%	i	37.8	Cc1noc(C)c1COc1ccccc1C(=O)NNC(=O)C(C)Oc1ccccc1F (stereo not drawn)
-0.1%	i	35.7	Cc1ccccc1NS(=O)(=O)c1cccc2nsnc12
-4.3%	i	63.3	Cc1ccc(C(=O)Nc2ccc(C(=O)O)cc2NC(=O)c2ccc(C)cc2)cc1
-10.9%	i	42.5	COc1cc2ccccc2cc1C(=O)OCC(=O)N(CC(C)C)c1c(N)n(Cc2ccccc2)c(=O)[nH]c1=O

Reformatted: entries from further up.
Results follow in this order: PhoP inhibition | T cell HTS | T cell HTS vesicle-bound %
C#CCOCCOCCOCCNc1nc(N2CCN(C(=O)[C@H]([C@@H](C)CC)n3cc([C@@H](N)Cc4ccc(O)cc4)nn3)CC2)nc(N2CCN(C(=O)[C@H](Cc3cc4ccccc4[nH]3)n3cc([C@@H](N)CC(C)C)nn3)CC2)n1
    1.2% | i | 36.0
CCC(=O)c1ccc2c(c1)N(CCCN(C)C)c1ccccc1S2
    -7.7% | i | 53.6
Cc1noc(C)c1COc1ccccc1C(=O)NNC(=O)C(C)Oc1ccccc1F (stereo not drawn)
    -1.1% | i | 37.8

Additional records:
PhoP inhibition	T cell HTS	T cell HTS vesicle-bound %	structure
-7.2%	i	18.3	COCCCN(C(=O)CCSc1ccc(F)cc1)c1c(N)n(Cc2ccccc2)c(=O)[nH]c1=O
-5.6%	i	14.2	Cc1cccc(NC(=O)CNC(=O)c2ccc(-n3cncn3)c([N+](=O)[O-])c2)c1C
2.7%	i	43.4	COc1ccc(CNC(=O)C(=O)NCC2CCCN2S(=O)(=O)c2cccs2)cc1 (stereo not drawn)
-3.5%	i	34.1	Cc1c(C)c2c(OCC(=O)Nc3cccnc3)cc3c(c2oc1=O)CCC(C)(C)O3
1.6%	i	42.2	CCOc1ccc2nc(SCC(=O)Nc3ccc4[nH]c(=O)[nH]c4c3)[nH]c2c1
-8.1%	i	49.0	CC(OC(=O)Cc1c[nH]c2ccccc12)C(=O)Nc1ccc(S(N)(=O)=O)cc1 (stereo not drawn)
3.2%	i	28.8	Cc1c(Cc2ccccc2)c(=O)oc2cc(OCC(=O)N[C@@H](Cc3ccccc3)C(=O)O)ccc12
0.5%	i	17.2	CS(=O)(=O)c1ccc(CNC(=O)C2(C(F)(F)F)CC(CCCO)CCCO2)cc1 (stereo not drawn)
-4.9%	i	31.3	CC(C)=CCc1c(O)cc(O)c2c1OC(c1ccc(O)cc1)CC2=O (stereo not drawn)
7.4%	i	50.5	O=C(CNC(=O)c1ccco1)Nc1ccncc1
3.8%	i	1.9	Cc1ccc(C(C)C)cc1OCC(=O)NC1CCCCCCC1
-9.0%	i	31.7	CCOC(=O)C1=C(C)N(CCCC(=O)O)C(=O)NC1c1ccccc1 (stereo not drawn)
-3.0%	i	48.5	CC1=C(/C=C/C(C)=C/C=C/C(C)=C/C=C/C=C(C)/C=C/C=C(C)/C=C/C2=C(C)CCCC2(C)C)C(C)(C)CCC1
-4.3%	i	31.6	CCC1Nc2ncnc(N3CCCCC3)c2N(Cc2ccccc2)C1=O (stereo not drawn)
-5.5%	i	28.1	O=C(Nc1ccccn1)C1CCN(S(=O)(=O)c2ccc3c(c2)OCCCO3)CC1
6.2%	i	27.8	O=c1cc(-c2ccccc2)cc(-c2ccccc2)n1CCCO
-7.2%	i	24.0	COc1ccc(C(=O)NCCS(=O)(=O)NCc2ccc(C)cc2)cc1
4.3%	i	56.1	CC(Oc1coc(CN2CCN(C(=O)c3ccco3)CC2)cc1=O)c1ccccc1 (stereo not drawn)
2.4%	i	50.1	COc1ccc(CC(=O)NCCS(=O)(=O)N2CCN(c3ccccc3)CC2)cc1
-3.5%	i	43.9	CCOC(=O)/C=C/c1ccc2oc3ccccc3c(=O)c2c1

Gathered by group: the compounds so far containing a COOH group (4)
PhoP inhibition	T cell HTS	T cell HTS vesicle-bound %	structure
6.1%	i	37.7	O=C(O)c1ccc(N=N/C(=N\Nc2ccc(C(=O)O)cc2)c2ccccc2)cc1
-4.3%	i	63.3	Cc1ccc(C(=O)Nc2ccc(C(=O)O)cc2NC(=O)c2ccc(C)cc2)cc1
3.2%	i	28.8	Cc1c(Cc2ccccc2)c(=O)oc2cc(OCC(=O)N[C@@H](Cc3ccccc3)C(=O)O)ccc12
-9.0%	i	31.7	CCOC(=O)C1=C(C)N(CCCC(=O)O)C(=O)NC1c1ccccc1 (stereo not drawn)

(listing goes on)
PhoP inhibition	T cell HTS	T cell HTS vesicle-bound %	structure
-0.5%	i	33.6	O=C(CCNS(=O)(=O)c1ccccc1)OCC(=O)c1ccc(Cl)cc1
-4.3%	i	42.6	CS(=O)(=O)c1ccc(Cl)c(NC(=O)COC(=O)CNC(=O)c2ccc3ccccc3c2)c1
-3.1%	i	24.6	COC(=O)C1=C(C)N(CCCC(=O)O)C(=O)NC1c1cccc2ccccc12 (stereo not drawn)
-7.7%	i	39.5	Cc1ccc(C(=O)NCC(=O)OCCCn2c(=O)[nH]c3ccccc32)cc1
-3.5%	i	35.4	CCOC(=O)N1CCN(C(=O)COC(=O)COc2c(C)cc(C)cc2C)CC1
-1.2%	i	48.5	CCCCCN(C(=O)CCC(=O)OC(C)C(=O)c1ccc(Cl)cc1)c1c(N)n(CCCC)c(=O)[nH]c1=O (stereo not drawn)
-0.2%	i	48.7	COc1ccc([C@@H]2CC=C(C(=O)O)CN2S(=O)(=O)c2ccc(Cl)cc2)cc1
-0.6%	i	49.4	Cc1sc2ncnc(N3CCC(C(=O)Nc4ccc(Br)cc4Br)CC3)c2c1C
4.3%	i	26.0	CCN(C1CCCCC1)S(=O)(=O)CCNC(=O)c1ccccc1
0.6%	i	43.7	CC(Oc1cccc(Cl)c1)C(=O)Nc1cc(Cl)ccc1N1CCOCC1 (stereo not drawn)
-7.8%	i	47.9	O=C(NCCC1CCCCN1S(=O)(=O)c1ccccc1)C(=O)NCc1ccco1 (stereo not drawn)
-1.7%	i	52.8	CCCCn1c(N)c(N(CC(C)C)C(=O)CN2C(=O)c3ccccc3C2=O)c(=O)[nH]c1=O
-4.4%	i	62.0	COc1cccc(C2CNC3(CCCC(C)C3)c3[nH]c4ccccc4c32)c1OC (stereo not drawn)
7.8%	i	24.9	Cc1c(Cc2ccccc2)c(=O)oc2cc(OCC(=O)NC(Cc3ccc(Cl)cc3)C(=O)O)ccc12 (stereo not drawn)
3.4%	i	19.1	COC(=O)CNC(=O)c1cn(-c2ccc(C)c(C)c2)c(=O)c2ccccc12
-5.4%	i	32.9	Cc1ccc(OCCC(=O)OCC(=O)N2CCN(S(=O)(=O)c3ccc(C)cc3C)CC2)cc1
5.6%	i	6.2	CCCCn1c(N)c(N(CCOC)C(=O)COC(=O)CCOc2ccccc2C)c(=O)[nH]c1=O
3.6%	i	19.3	COC(=O)c1[nH]c2c(c1C)C(=O)CC(c1ccc(OC)cc1)C2 (stereo not drawn)
24.9%	i	15.2	CC1CCN(C(=O)CSC2=NS(=O)(=O)c3cc(F)ccc3N2)CC1
10.2%	i	24.9	Cc1ccc(NC(=O)Nc2c(C)[nH]c(=O)[nH]c2=O)cc1Cl

Overlap with the part before: two entries; new compounds follow.
PhoP inhibition	T cell HTS	T cell HTS vesicle-bound %	structure
24.9%	i	15.2	CC1CCN(C(=O)CSC2=NS(=O)(=O)c3cc(F)ccc3N2)CC1
10.2%	i	24.9	Cc1ccc(NC(=O)Nc2c(C)[nH]c(=O)[nH]c2=O)cc1Cl
1.7%	i	26.3	CC(=O)Nc1sc(C)c(C)c1C(=O)OCC(=O)N(CC(C)C)c1c(N)n(Cc2ccccc2)c(=O)[nH]c1=O
-0.6%	i	36.1	CCN(C(=O)COC(=O)c1cccc(S(=O)(=O)N2CCOCC2)c1)C1CCS(=O)(=O)C1 (stereo not drawn)
1.7%	i	30.1	Nc1nc2c(ncn2[C@H]2C[C@H](O)[C@@H](CO)O2)c(=O)[nH]1
-7.9%	i	29.1	Cc1nc(-c2ccc(F)cc2)c(CC(=O)N(C)CC(=O)Nc2ccccc2Br)s1
5.5%	i	42.2	Cc1nn(CC(=O)N(C)C2CCS(=O)(=O)C2)c(C)c1[N+](=O)[O-] (stereo not drawn)
-3.1%	i	25.0	O=C(COC(=O)/C=C/c1ccccc1)Nc1ccc(Cl)cn1
-5.4%	i	19.8	Cc1cccc(NC(=O)c2ccc(C)c(S(=O)(=O)N3CCCCC3)c2)n1
-3.2%	i	58.6	COc1ccc(NC(=O)CN(C)C(=O)c2cc(CN3C(=O)c4ccccc4C3=O)ccc2OC)cc1
8.4%	i	36.2	CCc1nnc(NC(=O)CSc2ccc(-c3ccc(-n4cccn4)cc3)nn2)s1
-7.6%	i	17.0	CCCCOc1ccc(/C=C/C(=O)N(CC)CC(=O)Nc2ccc3c(c2)OCCO3)cc1OC
-3.8%	i	24.7	O=C(Nc1ccc2ccccc2n1)c1ccc(Cl)cc1
-0.3%	i	33.1	CCC(=O)c1ccc(OCC(=O)OCC(=O)N2CCc3ccccc32)cc1

Only part of the results is shown (hit frequency here may not be typical).
